Compound activity deposited in PubChem by National Center for Advancing Translational Sciences (NCATS).
ELG1 DNA repair: ELG1-dependent DNA repair inhibition; HEK293T ELG1-luciferase reporter, luminescence, 16 h; DNA damage induced by 5-fluorouridine; Potency, µM (top dose mostly 46.1 µM), for the others: at the highest dose activity change, negative = inhibition, usual class: inhibitors; 330,000 compounds, 2.3% hits; AID 504467; also: potency is read from the fitted curve at half-maximal effect; % is scaled to controls: 0 for no effect and ±100 for the full control effect; nearly all actives have a fitted effect of over 55% in size
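Reporter activity after DNA damage by 5-fluorouridine is monitored. Compound-treated cells incubate 16 hr at 37 °C, then ONE-Glo is added for 30 min before luminescence reading.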
TSHR antag: blocks TSH signaling through the human TSH receptor. P16473. TSHR-expressing cells, TSH-stimulated cAMP HTRF, 2 h; stronger effect = lower value. activity change, negative = inhibition, % at 11.5 µM. 330,000 compounds, 0.2% hits. AID 504810;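 active = activity change below a set negative limit, meaning inhibition stronger than a set level, cut at about -70% in these data; inconclusive = activity change between two set negative limits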; also: % is scaled to controls: 0 for no effect and ±100 for the full control effect
Target sequence (P16473 whole entry, looked up): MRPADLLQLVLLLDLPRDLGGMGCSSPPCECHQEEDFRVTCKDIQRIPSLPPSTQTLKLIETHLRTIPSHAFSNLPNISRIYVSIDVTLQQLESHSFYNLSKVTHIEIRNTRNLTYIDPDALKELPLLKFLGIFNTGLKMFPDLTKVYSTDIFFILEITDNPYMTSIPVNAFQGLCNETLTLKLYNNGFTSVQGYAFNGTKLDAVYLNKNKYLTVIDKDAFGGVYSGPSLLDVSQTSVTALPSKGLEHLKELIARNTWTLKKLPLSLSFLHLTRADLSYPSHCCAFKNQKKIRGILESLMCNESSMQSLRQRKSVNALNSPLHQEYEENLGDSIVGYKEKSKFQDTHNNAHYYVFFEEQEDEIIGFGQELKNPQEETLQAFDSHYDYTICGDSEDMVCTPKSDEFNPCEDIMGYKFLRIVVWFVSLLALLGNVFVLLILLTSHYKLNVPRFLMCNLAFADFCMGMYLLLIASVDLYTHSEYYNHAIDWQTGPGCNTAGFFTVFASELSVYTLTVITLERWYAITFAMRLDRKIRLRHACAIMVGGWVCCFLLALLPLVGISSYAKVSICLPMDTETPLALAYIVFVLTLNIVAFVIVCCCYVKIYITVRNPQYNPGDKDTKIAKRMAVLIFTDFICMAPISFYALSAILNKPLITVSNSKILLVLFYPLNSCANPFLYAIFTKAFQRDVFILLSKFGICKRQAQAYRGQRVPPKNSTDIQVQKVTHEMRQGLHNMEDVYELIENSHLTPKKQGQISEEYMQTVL
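Read-out is FRET at 665 nm (cryptate excitation 337 nm) from a cryptate-tagged anti-cAMP antibody, competed by cell cAMP against cAMP-d2. Compounds are tested on freshly harvested TSHR cells challenged with 4nM TSH (EC80) for 2 hours at 37 deg C.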
uPA generation: inhibitors of cell surface uPA generation. AID 540303. Potency, µM (highest dose often 38.3 µM), for inactives: at the top dose activity change, negative = inhibition, hits mostly inhibitors. 330,000 compounds, 0.31% hits. cell surface uPA generation assay, qHTS; active = well fitted inhibition curve with a large enough effect; inconclusive = small, poorly fitted or top-dose-only effect; inactive = no such curve, though single readings can be large or run the other way; tested in mouse RAW 264.7 cells; also: potency is read from the fitted curve at half-maximal effect; % is scaled to controls: 0 for no effect and ±100 for the full control effect; nearly all actives have a fitted effect of over 55% in size
BCR signal inh: blocks chronic active B-cell receptor signaling; ABC-DLBCL IkBa-CBG/CBR reporter, luminescence ratio, 4 h; Potency, µM (top dose mostly 46.1 µM), for the others: at the top dose ratio change, negative = lower green/red ratio, actives largely listed as inhibitors; 340,000 compounds, 0.05% hits; active = well fitted inhibition curve with a large enough effect in the signal ratio, with a control signal flat, not every such curve was filed as active; inconclusive = small, poorly fitted or top-dose-only effect, or effect the other way, or a change in a side signal; the % refers to the signal ratio;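 also: potency is read from the fitted curve at half-maximal effect; plate controls were basal doxycycline-induced cells for no effect and cells given 10 µM MG132 for full effect; MG132 reads +100%, hits lower the ratio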
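Cell line TMD8 (human ABC DLBCL), stably expressing tet-inducible CBG68-IkBa fusion and CBR; IMDM/0.5% FBS; cpd up to 46 uM; dox induction, 4 h, 37C/5% CO2; dual luminescence; green/red ratio; MG132 control.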
PTAP TSG101 blk: blocks PTAP/TSG101 interaction to inhibit HIV-1 budding; Fluorescence polarization, FITC-PTAP peptide / Tsg101 binding; Potency, µM (highest dose often 115 µM), for the others: top-dose activity change, negative = inhibition, usual class: inhibitors; 340,000 tested, under 10 active; active = well fitted inhibition curve with a large enough effect in the main read-out, with a control signal flat, not every such curve was filed as active; inconclusive = small, poorly fitted or top-dose-only effect, or effect the other way, or a change in a side signal; inactive = no such curve, though single readings can be large or run the other way; also: potency is read from the fitted curve at half-maximal effect; % of control where 0% means no effect
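FP read-out: FITC-PTAP peptide, 50 nM final, binding Tsg101 binding domain, 10 uM final; 20 min, r.t.; 10 mM HEPES pH 7.5, 0.15 M NaCl, 0.01% Tween 20, 3 mM EDTA, 0.1 mM TCEP.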
USP2a block: blocks human ubiquitin-specific protease USP2a | 330,000 compounds, 0.01% hits | Potency, µM (titrated, usually from 38.3 µM), for the others: at the top dose activity change, negative = inhibition, most hits filed as inhibitors | O75604 | AID 463254 | USP2 core, Ub-CHOP2 coupled fluorogenic reporter, 485/531;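 also: potency is read from the fitted curve at half-maximal effect; plate controls were DMSO wells for no effect and full inhibition by NEM control for full effect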
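USP2 core (10nM final) preincubated 30min RT with compound in 20mM Tris-HCl pH 8.0, 2mM CaCl2, 2mM beta-mercaptoethanol, 0.05% CHAPS; 25nM Ub-CHOP2 plus 25nM reporter substrate added, fluorescence (Ex485/Em531) read after 60min.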
Eya2 phos inh: blocks the phosphatase activity of human Eya2 | 330,000 compounds, 0.006% hits | O00167 | recombinant Eya2, OMFP fluorescence dephosphorylation (OMFP is methylfluorescein phosphate) | Potency, µM (series often up to 76.9 µM), without a hit: at the highest dose activity, negative = inhibition, usual class: inhibitors | AID 488837; also: potency is read from the fitted curve at half-maximal effect; % is scaled to controls: 0 for no effect and ±100 for the full control effect
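Eya2 protein (added as 0.2 uM solution) was preincubated with compound for 10 min at ambient temperature in 50 mM HEPES pH 7.5, 50 mM NaCl, 5 uM MgCl2, 0.05% BSA, 1 mM DTT. OMFP (added at 50 uM) then reacted 10 min; fluorescence read at 485/525 nm.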
TCR activator: activates T cell receptor signaling; primary human leukocytes, anti-CD3, IL-2 HTRF, 48 h; Potency, µM (titrated, usually from 9.22 µM), without a hit: at the highest dose activation of IL-2 secretion, hits mostly activators; 330,000 tested, under 10 active; also: % of control where 0% means no effect
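Readout: HTRF IL-2, Eu-cryptate/d2 antibody pair, 320nm excitation, 665nm emission. Stimulus: a-CD3 beads, no co-stimulation. Cells: primary human leukocytes. Exposure: 48 hr with compound.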
Mito fusion act: inhibitors of mitochondrial division or activators of mitochondrial fusion | Potency, µM (titrated, usually from 46.1 µM), inactives show at the highest dose growth rescue (activation), most hits filed as activators | 320,000 compounds, 0.23% hits | S. cerevisiae fusion-defective mutant growth rescue, CellTiterGlo 48 h;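 also: potency is read from the fitted curve at half-maximal effect; % of control where 0% means no effect; nearly all actives have a fitted effect of over 45% in size; temperature-sensitive fusion mutants such as fzo1-1 at 37 °C on non-fermentable ethanol glycerol medium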
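S. cerevisiae fusion-defective temperature-sensitive mutants (e.g. fzo1-1, mgm1-5) grown 48 h at 37C in YPEG (ethanol/glycerol non-fermentable) medium with 23 nl compound per well; growth rescue read as CellTiterGlo luminescence.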
B2AR arrestin: agonists driving beta-arrestin recruitment to human beta2-adrenergic receptor | beta-arrestin recruitment to beta2AR, cell-based reporter | P07550 | 330,000 compounds, 0.02% hits | Potency, µM (series often up to 46.1 µM), inactives show at the highest dose activation, most hits filed as activators | AID 492947;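 also: potency is read from the fitted curve at half-maximal effect; 0% = DMSO controls and full agonism = EC100 isoproterenol or metaproterenol; nearly all actives have a fitted effect of over 65% in size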
Tb PFK inh: inhibitors of T. brucei phosphofructokinase. O15648. T. brucei PFK, ADP-Glo luminescence. Potency, µM (top dose mostly 57.5 µM), for inactives: at the highest dose activity, negative = inhibition, usual class: inhibitors. 330,000 compounds, 0.17% hits. AID 485367;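 also: potency is read from the fitted curve at half-maximal effect; 0% = uninhibited 1x PFK enzyme wells and -100% = no-enzyme wells; nearly all actives have a fitted effect of over 60% in size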
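PFK 1.25 nM, F6P 0.5 mM, ATP 0.1 mM, 0.1 M TEA pH 8.0, 5 mM MgCl2, 0.01% Tween20, 0.1% BSA; 45 min RT. ADP-Glo readout. qHTS titration up to 57 uM; curves fitted, compounds curve-classed.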
Numbers without * were called inactive; ? = inconclusive; nt = not tested or not shown; [ ] = remark or other dose. Unless noted, calls follow the shape of the dose curve; as a rule, active = well fitted curve in the direction sought with a large enough effect; inconclusive = small, poorly fitted or top-dose-only effect, or another doubt; inactive = no such curve, though single readings can be large; an effect the other way counts as inactive or inconclusive.

molecule,ELG1 DNA repair,TSHR antag,uPA generation,BCR signal inh,PTAP TSG101 blk,USP2a block,Eya2 phos inh,TCR activator,Mito fusion act,B2AR arrestin,Tb PFK inh
CC(c1ccccc1)C1CC(=O)N(C2CCCCC2)C1=O (configuration not stated),-2%,-1,1%,?,-2%,-1%,0%,0%,2%,0.2%,-2%
Cc1csc2nc(CNS(=O)(=O)N(C)C)cn12,11%,1,10%,2%,2%,-1%,3%,2%,0%,0.3%,-10%
O=C(NCCCO)C(=O)c1c(-c2ccccc2)cc2ccccn12,5%,-1,1%,-2%,2%,10%,-12%,2%,7%,0.4%,0%
O=C(COc1ccccc1[N+](=O)[O-])N1CCN(S(=O)(=O)c2ccccc2)CC1,-1%,-1,1%,-14%,-7%,0%,-15%,-72%,6%,0.0%,2%
Clc1ccc(C(c2nnnn2C2CCCCC2)N(Cc2cccnc2)Cc2ccco2)cc1 (configuration not stated),?,1,-5%,-1%,-4%,0%,4%,-4%,14%,-0.5%,-3%
O=C(O)CCNS(=O)(=O)c1cccc2nsnc12,20%,19,10%,1%,nt,1%,-2%,-8%,-1%,-0.2%,0%
CN(C(=O)c1ccccn1)c1nnc(-c2cccnc2)s1,?,37,-3%,5%,-5%,-1%,4%,1%[46.1 µM],-2%,-0.7%,-1%
COc1ccccc1OCC(=O)Nc1cc(C(F)(F)F)ccc1-n1cncn1,-13%,-12,-4%,9%,-1%,2%,32%,-8%,4%,-0.2%,-6%
O=C(NCCC(=O)N1CCC2(CC1)NCCc1[nH]cnc12)c1ccc(Br)cc1,2%,-4,-2%,1%,0%,1%,-2%,-8%,1%,-0.4%,2%
COc1ccc(CNC(=O)C[C@H]2C[C@H](C(=O)N3CCOCC3)[C@@]3(C)c4[nH]c5cc(-c6ccco6)ccc5c4CCN3C2=O)cc1OC,?,9,11%,-1%,-4%,-1%,3%,-3%[46.1 µM],nt,0.0%,-9%

(next part)
molecule,ELG1 DNA repair,TSHR antag,uPA generation,BCR signal inh,PTAP TSG101 blk,USP2a block,Eya2 phos inh,TCR activator,Mito fusion act,B2AR arrestin,Tb PFK inh
CCC(=O)NC(=S)Nc1ccc(N2CCOCC2)cc1,?,13,3%,-4%,-3%,1%,-23%,-9%,1%,0.5%,-2%
CCCN(CC(=O)Nc1ccccc1C)C(=O)COc1ccc2c(c1)CCC2,-9%,0,12%,-11%,-2%,0%,-6%,2%,1%,4.7%,2%
CN1CCN(C(=O)c2ccccc2N(Cc2ccccc2)S(=O)(=O)c2ccccc2)CC1,-4%,1,nt,-3%,-2%,1%,-27%,3%[46.1 µM],-2%,2.9%,1%
CCCCn1cnc2sc(-c3ccccc3)cc2c1=O,?,27,-3%,8%,-3%,0%,4%,-6%,3%,0.5%,3%
COc1ccccc1NC(=O)CCCCC(=O)Nc1ccccc1OC,-9%,-11,-1%,0%,-1%,4%,-2%,4%,-1%,-0.2%,-1%
COc1ccc(-c2noc(CN(C)C(=O)CCN3C(=O)[C@H]4CC=CC[C@H]4C3=O)n2)cc1,?,8,3%,11%,-3%,1%,16%,-9%,-2%,0.0%,-11%
NC(=O)CC(NC(=O)Cc1ccc(Br)cc1)c1ccc(NCCc2ccc(F)cc2)c([N+](=O)[O-])c1 (configuration not stated),-6%,-8,-9%,-3%,2%,7%,-4%,-1%,4%,-0.3%,0%
C=C1C(C(=O)Nc2ccc(OC)cc2)C1C(=O)Nc1ccc(OC)cc1 (configuration not stated),?,-2,-3%,-5%,1%,-1%,18%,4%,-2%,-0.2%,3%
CCCN1CC=C2C(C#N)=C(N)C(C#N)(C#N)C(c3cc(OC)ccc3OC)C2C1 (configuration not stated),-26%,-3,1%,?,1%,14%,-4%,-4%,-2%,0.1%,-4%
CC(=O)N/C(=C/c1ccc(OS(=O)(=O)c2ccc(C)cc2)cc1)C(=O)NCCO,-7%,54,3%,4%,-4%,-1%,-6%,-1%[46.1 µM],0%,2.2%,2%

The list continues.
molecule,ELG1 DNA repair,TSHR antag,uPA generation,BCR signal inh,PTAP TSG101 blk,USP2a block,Eya2 phos inh,TCR activator,Mito fusion act,B2AR arrestin,Tb PFK inh
CCCC12CN3CC(C)(CN(C1)C3c1ccc(OC)cc1)C2=O (configuration not stated),0%,-9,-1%,0%,-3%,0%,-12%,1%,3%,-1.1%,-3%
COCCCNC(=O)c1ccc(OC)c(OC2CCN(C(C)C)CC2)c1,0%,7,-6%,-1%,-5%,-2%,7%,-4%,1%,-0.2%,-3%
O=C(CN1CCOCC1)Nc1ccc(F)cc1,?,21,21%,?,0%,0%,-27%,5%,3%,-0.4%,-2%
COc1cc(S(=O)(=O)NCCCn2ccnc2)ccc1Cl,-4%,33,6%,4%,-4%,-2%,-3%,15%,-1%,0.2%,0%
COc1ccc(-c2ccc(=O)[nH]n2)cc1,26%,-1,-6%,-1%,nt,-1%,2%,nt,-2%,0.0%,1%
COc1ccc(C2NC(=O)CCC2[N+](=O)[O-])c(OC)c1 (configuration not stated),-14%,-45,-3%,3%,-4%,2%,5%,9%,0%,-0.5%,4%
Cn1ccc(C(=O)Nc2ccc3c(c2)OCCO3)n1,?,-3,?,-1%,-2%,-2%,6%,-4%,-2%,0.2%,-8%
COc1ccccc1CNC(=O)COC(=O)C12CC3CC(CC(O)(C3)C1)C2,5%,11,6%,2%,-7%,1%,9%,0%,-1%,0.2%,-5%
O=C(NC1CCN(C(=S)NCc2ccco2)CC1)C1CCCCC1,-6%,-2,-1%,4%,3%,-1%,3%,2%,4%,0.1%,-1%
Cc1ccccc1C(=O)NC(=S)Nc1ccc(Cc2ccncc2)cc1,?,-7,4%,-11%,-5%,1%,-1%,-4%[46.1 µM],1%,1.5%,1%

New compounds follow.
molecule,ELG1 DNA repair,TSHR antag,uPA generation,BCR signal inh,PTAP TSG101 blk,USP2a block,Eya2 phos inh,TCR activator,Mito fusion act,B2AR arrestin,Tb PFK inh
CCOC(=O)CNC(=S)N(CCCN1CCCCCC1)Cc1cccs1,29%,14,3%,-7%,0%,4%,15%,4%,-4%,0.0%,-1%
COc1ccccc1CNC(=O)CN1C(=O)c2ccc([N+](=O)[O-])cc2C1=O,0%,20,-1%,-13%,0%,6%,-3%,-1%,5%,-0.6%,3%
C=CCNc1nc(-c2sc(NC(C)=O)nc2C)cs1,27%,1,-7%,?,-3%,0%,0%,2%,-1%,-0.4%,1%
CCOC(=O)CSc1nnc(-c2ccncc2)o1,-5%,-10,-2%,2%,-1%,5%,2%,0%[46.1 µM],1%,-0.4%,-2%
Nc1ccc(-c2nnc(-c3ccc(N)cc3)o2)cc1,?,3,-11%,?,-2%,-2%,-1%,2%,6%,-0.9%,15%
CCOC(=O)COc1ccc(Br)cc1C1NC(=O)NC(C)=C1C(=O)NCc1ccccc1 (configuration not stated),?,-47,nt,6%,-13%,-1%,2%,nt,-1%,-0.3%,5%
CC(Sc1ccccc1)C(=O)NNC(=O)c1ccncc1 (configuration not stated),11%,9,3%,10%,0%,0%,12%,-2%,-1%,-0.2%,-1%
CCCCOc1ccc(-c2csc(N)n2)cc1[N+](=O)[O-],?,-4,-5%,-3%,-6%,-4%,-15%,0%[46.1 µM],4%,2.5%,10%
Cc1cc(=O)oc2c3c(cc(OCC(=O)NCc4ccccn4)c12)OC(C)(C)CC3,?,3,-4%,-10%,-1%,1%,8%,4%,7%,-0.8%,-1%
O=C(CCn1cccc1)NCc1ccccc1,6%,2,3%,2%,-1%,8%,7%,-5%,1%,0.2%,2%
CCc1cc(C(=O)N(CC(C)C)c2c(N)n(Cc3ccccc3)c(=O)[nH]c2=O)sc1C,-3%,4,1%,-1%,-1%,1%,-8%,-1%,3%,?,2%
O=C1c2cccc3cccc(c23)C(=O)N1CCN1CCN(CC(O)COc2ccc3ccccc3c2)CC1 (configuration not stated),9.2µM*,12,2%,?,-1%,-5%,0%,-4%[46.1 µM],-19%,-0.4%,-18%
